Compound activity as filed in PubChem BioAssay.
ELG1 genotoxic: qHTS screen for small molecules that induce genotoxicity in human embryonic kidney (HEK293T) cells expressing luciferase-tagged ELG1. HEK293T ELG1-luciferase reporter, luminescence, 16 h. Potency, µM (doses to about 46 µM), without a hit: at the highest dose activity change, positive = activation, hits mostly activators. 1.3% of 330,000 active; note: % of control where 0% means no effect; nearly all actives have a fitted effect of over 60% in size
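Quantitative HTS format in 1536-well plates. HEK293T ELG1-luciferase reporter cells receive test compound and are incubated 16 hr at 37 °C, 5% CO2; ONE-Glo added, 30 min room temperature, then luminescence read.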
FLuc counter: qHTS profiling assay for firefly luciferase inhibitor/activator using purifed enzyme and Km concentrations of substrates (counterscreen for miR-21 project) | Potency, µM (doses to about 57.5 µM), for the others: top-dose activity change, negative = inhibition, usual class: inhibitors | AID 588342, 2011 | Luciferin 4-monooxygenase (Photinus pyralis), P08659 | 6.9% of 360,000 active | purified FLuc, Km substrates, luminescence inhibition;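 note: plate controls were vehicle for no effect and reference inhibitor for full effect; nearly all actives have a fitted effect of over 55% in size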
Target sequence (P08659 whole entry, looked up): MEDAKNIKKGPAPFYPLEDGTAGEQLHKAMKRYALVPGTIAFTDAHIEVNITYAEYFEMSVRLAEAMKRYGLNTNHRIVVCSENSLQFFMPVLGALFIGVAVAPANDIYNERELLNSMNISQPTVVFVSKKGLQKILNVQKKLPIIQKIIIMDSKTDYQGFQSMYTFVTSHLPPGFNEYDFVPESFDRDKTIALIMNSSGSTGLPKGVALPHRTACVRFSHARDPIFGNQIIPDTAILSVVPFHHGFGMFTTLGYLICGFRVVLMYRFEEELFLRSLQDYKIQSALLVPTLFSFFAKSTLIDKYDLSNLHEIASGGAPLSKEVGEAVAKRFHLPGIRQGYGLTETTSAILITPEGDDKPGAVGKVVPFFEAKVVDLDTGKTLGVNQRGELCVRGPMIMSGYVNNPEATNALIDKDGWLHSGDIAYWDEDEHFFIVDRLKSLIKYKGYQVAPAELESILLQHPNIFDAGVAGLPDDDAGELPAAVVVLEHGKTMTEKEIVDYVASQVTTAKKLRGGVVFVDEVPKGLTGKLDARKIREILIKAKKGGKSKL
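Purified P. pyralis luciferase (10nM final) with 10uM D-luciferin and 10uM ATP (Km levels) in 50mM Tris acetate pH 7.5, 10mM Mg acetate, 0.01% Tween-20, 0.05% BSA; qHTS 6-point titration, ~60 µM downward; luminescence read.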
VP16 counter: VP16 counterscreen qHTS for inhibitors of ROR gamma transcriptional activity; Drosophila S2 Gal4-VP16 UAS-luciferase, luminescence, 20 h; Potency, µM (titrated, usually from 53.6 µM), inactives show top-dose activity, negative = inhibition, hits mostly inhibitors; 3.5% of 310,000 active;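 note: Gal4-VP16 expression switched on by copper sulfate through the metallothionein promoter; % is set by controls: 0 for no effect and ±100 for the full control effect; nearly all actives have a fitted effect of over 50% in size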
NPC1 promoter act: qHTS Assay for NPC1 Promoter Activators; AID 485313, 2010; Potency, µM (top dose mostly 9.22 µM), for the others: top-dose activation, actives largely listed as activators; 2.4% of 320,000 active; Huh7 NPC1 promoter luciferase reporter, 24 h;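 note: % of control where 0% means no effect; nearly all actives have a fitted effect of over 60% in size; reporter is driven by a mutant NPC1 promoter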
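Quantitative HTS used a cell-based reporter: Huh7 cells stably bearing the NPC1 promoter upstream of luciferase were treated with compounds for 24 h, and promoter activation was read as luminescence.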
Rab9 prom act: qHTS Assay for Rab9 Promoter Activators | Huh7 Rab9 promoter-luciferase reporter, luminescence, 24 h | Potency, µM (highest dose often 9.22 µM), for inactives: at the highest dose activation, negative = inhibition, actives largely listed as activators | 2.8% of 320,000 active; note: % of control where 0% means no effect; nearly all actives have a fitted effect of over 60% in size
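Measured in stably transfected Huh7 cells bearing a Rab9 promoter–luciferase construct: 24 h compound treatment at 37 °C, followed by luminescence detection.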
RORg inh: qHTS for inhibitors of ROR gamma transcriptional activity. Potency, µM (doses to about 53.6 µM), for the others: top-dose activity change, negative = inhibition, hits mostly inhibitors. AID 2551, 2010. 5.4% of 310,000 active. Nuclear receptor ROR-gamma (Mus musculus), P51450. Drosophila S2 Gal4-RORgamma UAS-luciferase reporter, 20 h; note: % is set by controls: 0 for no effect and ±100 for the full control effect; nearly all actives have a fitted effect of over 60% in size
Target sequence (P51450 whole entry, looked up, the tested form may be a part): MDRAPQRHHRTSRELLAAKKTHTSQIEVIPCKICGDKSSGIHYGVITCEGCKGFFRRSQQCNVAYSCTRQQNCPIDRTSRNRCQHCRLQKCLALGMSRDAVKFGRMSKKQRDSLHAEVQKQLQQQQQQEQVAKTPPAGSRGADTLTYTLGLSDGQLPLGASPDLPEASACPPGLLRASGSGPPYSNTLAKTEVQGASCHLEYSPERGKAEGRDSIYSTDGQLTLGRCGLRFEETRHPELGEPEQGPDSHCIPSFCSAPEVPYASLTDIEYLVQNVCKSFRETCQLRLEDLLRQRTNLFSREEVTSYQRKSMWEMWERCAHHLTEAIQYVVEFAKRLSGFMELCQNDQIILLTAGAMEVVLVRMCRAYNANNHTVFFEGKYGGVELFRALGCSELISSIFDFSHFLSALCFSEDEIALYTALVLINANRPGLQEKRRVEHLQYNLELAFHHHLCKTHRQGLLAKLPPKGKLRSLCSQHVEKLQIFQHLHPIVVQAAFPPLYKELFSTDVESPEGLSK
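Drosophila Schneider cells stably carrying a metallothionein-driven Gal4 DBD–ROR gamma fusion and a UAS-Photinus luciferase reporter were exposed to compound for 1 hr, then induced with copper sulfate (700 uM final) for 20 hr at ambient temperature before luminescence reading.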
p53 reactivation: qHTS assay for re-activators of p53 using a Luc reporter; H1299 p53-A138V BP100-luciferase reporter, luminescence, 24 h; Potency, µM (series often up to 92.2 µM), for inactives: at the top dose activity change, positive = activation, most hits filed as activators; 0.063% of 320,000 active; note: % of control where 0% means no effect; nearly all actives have a fitted effect of over 45% in size
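p53-null H1299 cells stably carrying temperature-sensitive p53-A138V and a BP100-luciferase reporter were pinned with compounds (4-point, 1:5 series) and held 24 hrs at 37 deg C. Luminescence was read 10 min after detection reagent.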
BRCA1 expr up: qHTS Assay to Identify Small Molecule Activators of BRCA1 Expression. MCF7-BRCA1-FFLuc reporter, luminescence, 48 h; response scale: scaled: vehicle 0%, 10 µM genistein 100%. Potency, µM (doses to about 46.1 µM), for the others: at the highest dose activation, most hits filed as activators. 1.1% of 380,000 active; note: nearly all actives have a fitted effect of over 80% in size; some results filed as inactive show a strong effect at the top dose
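Luminescence from a BRCA1-driven firefly luciferase in MCF7 cells was read after 48 h compound exposure at 37 C. Data normalized against DMSO and a 10microM genistein activation control, then curve-fitted across the titration.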
uPA generation: qHTS for Inhibitors of Cell Surface uPA Generation | cell surface uPA generation assay, qHTS | Potency, µM (highest dose often 38.3 µM), for inactives: at the highest dose activity change, negative = inhibition, hits mostly inhibitors | 0.31% of 330,000 active; active = well fitted inhibition curve with a large enough effect; inconclusive = small, poorly fitted or top-dose-only effect; inactive = no such curve, though single readings can be large or run the other way; tested in mouse RAW 264.7 cells; note: % is set by controls: 0 for no effect and ±100 for the full control effect; nearly all actives have a fitted effect of over 55% in size
MBNL1 CUG block: qHTS Assay for Inhibitors of MBNL1-poly(CUG) RNA binding. AID 2675, 2010. Muscleblind-like protein 1 (Homo sapiens), Q9NR56. Potency, µM (top dose mostly 57.5 µM), without a hit: at the top dose activity change, negative = inhibition, most hits filed as inhibitors. TR-FRET MBNL1-His/biotin-(CUG)12 binding, 665/545 ratio. 0.036% of 280,000 active; active = well fitted inhibition curve with a large enough effect in the signal ratio, with a control signal flat, not every such curve was filed as active; inconclusive = small, poorly fitted or top-dose-only effect, or effect the other way, or a change in a side signal; inactive = no such curve, though single readings can be large or run the other way; the % refers to the signal ratio; note: % is set by controls: 0 for no effect and ±100 for the full control effect
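Ratiometric TR-FRET (665 over 545 nm, excitation 340 nm) tracks disruption of MBNL1-His/biotin-(CUG)12 complex after 60 min at room temperature, with compounds at 92 nM to 58 uM final.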
* hit, by the source's call; ? = inconclusive; nt = not tested or not shown; [ ] = another dose, or the depositor's remark. Unless noted, calls come from the whole dose curve; as a rule, active = well fitted curve in the direction sought with a large enough effect; inconclusive = small, poorly fitted or top-dose-only effect, or another doubt; inactive = no such curve, though single readings can be large; an effect the other way counts as inactive or inconclusive. Potency is the fitted concentration of half-maximal effect.

SMILES | ELG1 genotoxic | FLuc counter | VP16 counter | NPC1 promoter act | Rab9 prom act | RORg inh | p53 reactivation | BRCA1 expr up | uPA generation | MBNL1 CUG block
Cc1ccc(C)c(N(C(=O)CCC(=O)Nc2cc(C)on2)C(C(=O)NC2CCCC2)c2ccco2)c1 (stereo not drawn) | -8% | -3% | -3% | -4% | 6% | 41% | ? | -18% | -4% | -19%
Nc1cc(-c2ccc(Cl)cc2)nn1S(=O)(=O)c1cccc2nsnc12 | -18% | -1% | 1% | 0% | 1% | -23% | -5% | -31% | -5% | ?
NNC(=O)c1[nH]c2ccc([N+](=O)[O-])cc2c1-c1ccccc1 | 2% | 3% | -5% | -7% | -7% | -20% | 8% | -66% | ? | ?
CCOc1cccc2c1OC1(C)CC2NC(=O)N1c1cccc(C(=O)NCc2ccccn2)c1 (stereo not drawn) | -2% | -1% | 5% | 0% | -2% | -22% | 2% | -2% | 10% | 0%
CCc1ccc(/C=C2/C(=O)N(CC)C(=S)N2C)s1 | 6% | ? | 22% | -2% | 0% | ? | 23% | -37% | 14% | 7%
CC(C)C(NS(=O)(=O)c1cccc2nsnc12)C(=O)NC1CCCCC1C (stereo not drawn) | -1% | 1% | 2% | 1% | -5% | -3% | 1% | 11% | -14% | ?
CC1Cc2ccccc2N1C(=O)CSc1nnc(-c2ccc(S(=O)(=O)N3CCCC3)cc2)o1 (stereo not drawn) | 0% | 2% | 1% | -4% | -9% | -3% | -4% | -38% | nt | -2%
COCCNC(=O)C1CCC(CNS(=O)(=O)c2cccc3nsnc23)CC1 (stereo not drawn) | -2% | 2% | 1% | -2% | 0% | 2% | -3% | -1% | 2% | ?
COc1ccc([N+](=O)[O-])cc1N(CC(=O)NCCSc1ccccc1)S(C)(=O)=O | -2% | 1% | -11% | -1% | 0% | 14% | -1% | 20% | 0% | ?
CCOc1cccc(NC(=O)C2CC(=O)N(C)C(=Nc3cccc(F)c3)S2)c1 (stereo not drawn) | -5% | -1% | 1% | -4% | -3% | ? | -2% | -40% | 1% | -3%
Cc1ccc2cc(CCNC(=O)C(C)C)c(=O)[nH]c2c1 | 9% | 2% | 17% | 5% | -1% | ? | 1% | 2% | 17% | ?
COc1cc(/C=C/c2noc(-c3ccccc3O)n2)cc(OC)c1OC | 10% | 0% | -12% | 22% | 27% | 1% | 5% | 39% | 0% | 11%
O=C(Nc1ccccc1C(=O)O)c1ccc(NC(=O)C2CCCCC2)cc1 | -14% | 9.5µM* | 3% | 3% | 13% | -11% | -8% | 72% | -7% | 8%
Cc1cc(C)nc(SCC(=O)Nc2ccc3c(c2)OCO3)n1 | -1% | 1% | nt | 0% | -3% | nt | nt | -15% | -6% | -7%
c1ccc(C[C@H]2CNCCN2CCc2cccc3ccccc23)cc1 | -1% | -1% | nt | -3% | -3% | nt | 19% | -35% | -18% | nt
CSc1nsc(SCC(=O)Nc2ccc(C(N)=O)cc2)n1 | ? | -2% | ? | -1% | -2% | 3.2µM* | 0% | -22% | 1% | -4%
C=CCN(C(=O)CNC(=O)c1ccco1)C(C(=O)NC1CCCCC1)c1cccnc1 (stereo not drawn) | 7% | 0% | -1% | 1% | -2% | -19% | 1% | -29% | -3% | -8%
CCCn1c2ccccc2c2cnn(CC(=O)N3CCN(C4CCCCC4)CC3)c(=O)c21 | -1%[9.26 µM] | -1% | -1% | 0% | -5% | 10% | -6% | 12% | 3% | -5%
Cn1c(SCc2ccccc2[N+](=O)[O-])nnc1-c1cccnc1 | ? | -12% | 1% | 24% | ? | 25% | ? | 11µM* | 1% | ?
CC1(C)NC(=O)N(CCCCOc2ccc3ccccc3c2Cl)C1=O | ? | 21µM* | -5% | ? | 16% | 26% | 12% | 63% | nt | 8%
CCc1nnc(NC(=O)CSc2nc(-c3ccccc3)cc(-c3ccc(OC)cc3)c2C#N)s1 | ? | 1% | 0% | -9% | -12% | -5%[10 µM] | -5% | -3% | 7% | nt
COc1ccc(OCC(O)CNC(=O)Nc2ccc(Cl)cc2)cc1 (stereo not drawn) | -12% | 1% | -3% | 4% | 1% | ? | -13% | -8% | 3% | -2%
CC(=O)N1CCN(c2ccc(NCc3ccco3)cc2)CC1 | 7% | -15% | nt | 10% | -1% | nt | 23% | 54% | 4.5µM* | nt
Cc1ccc2nc(NC(=O)c3cccs3)sc2c1 | 0.26µM* | 0.48µM* | -30% | 0.5µM* | ? | ? | ? | 3% | -13% | 8%
CCOC(=O)CCc1c(C)c(C#N)c2nc3ccccc3n2c1-n1cnc2ccccc21 | 9% | 5% | -7% | -7% | -1% | -15% | 1% | 2% | -1% | 15%
Nc1nnc(CSc2ccc(Cl)cc2)s1 | 0% | ? | -5% | 2% | 3% | 14% | ? | 15% | -3% | -2%
CCOc1cc(/C=N/O)ccc1OCc1ccc(F)cc1 | 5% | ? | -21% | -2% | 1% | 8% | 0% | 32% | -4% | -2%
CC(Oc1ccc(Cl)cc1)C(=O)NNC(=S)NC(=O)c1ccco1 (stereo not drawn) | -3% | 10% | ? | -1% | -1% | 13µM* | 4% | -58% | 3% | nt
CN(C)S(=O)(=O)c1cc(NC(=O)[C@H](Cc2ccccc2)N2C(=O)c3ccccc3C2=O)ccc1Cl | -3% | 6% | -2% | -1% | -5% | 13% | -4% | -3% | -3% | -6%
COC(=O)c1ccc(Nc2cc(C)nc3ncnn23)cc1 | 19% | 3% | -1% | -1% | 3% | -26% | -4% | 0% | 0% | -5%
O=C(/C=C/c1cccs1)N1CCCCC1 | ? | ? | -4%[10 µM] | 25% | 11% | 16% | 4% | ? | -4% | 14%
Cc1ccc(S(=O)(=O)c2nc(S(C)(=O)=O)sc2NCc2ccc3c(c2)OCO3)cc1 | 1% | -1% | -4% | 1% | 4% | 44% | -11% | 5% | -9% | 106%[activator]
COC1C(C)=C(C)C(=O)N1Cc1ccccc1 (stereo not drawn) | 6% | -1% | -10% | 0% | 6% | -6% | 0% | -2% | 10% | 1%
Cc1ccc(CC2C(=O)N(c3ccc(F)cc3)C(=O)C2C)cc1 (stereo not drawn) | 1% | -5% | -2% | 6% | 0% | 36% | 5% | 22% | 6% | 4%
O=C(c1cccc(S(=O)(=O)N2CCCc3ccccc32)c1)N1CCN(c2ccccc2)CC1 | -7% | nt | nt | nt | nt | nt | -3% | -78%[inhibitor] | -2% | nt
O=C(Nc1cc(S(=O)(=O)N2CCCCC2)ccc1Cl)c1ccc(F)cc1 | -7% | 1% | nt | -1% | -3% | nt | -1% | -30% | 2% | nt
O=C1CSc2ccc(C(=O)NCC(c3ccco3)N3CCCCC3)cc2N1 (stereo not drawn) | 0% | -1% | -5% | 0% | -3% | -2% | 0% | 0% | 1% | 0%
CCOc1ncccc1C(=O)Nc1cc(S(=O)(=O)N2CCOCC2)ccc1OCC(F)(F)F | 0% | nt | nt | nt | nt | nt | 1% | -15% | 3% | nt
COc1ccc(CCNCc2ccccc2N2CCCC2)cc1 | -10% | -1% | -2% | 0% | -6% | -2% | -1% | -80% | -6% | -3%
CCCCNC(=O)CS(=O)Cc1nc(-c2ccc(C)cc2)oc1C (stereo not drawn) | 0% | -2% | 9% | -1% | -5% | -22% | 1% | -8% | ? | -7%
CCCCOCCCNC(=O)c1ccc(OCC)cc1 | 2% | 0% | 13% | 2% | 5% | 17% | 8% | -2% | 6% | -4%
CCCn1nc(NC(=O)c2cccs2)c2cc3cccc(C)c3nc21 | -15% | ? | -1% | -7% | 1% | ? | 3% | -7% | 0% | -7%
O=C(Cn1cncn1)NCc1ccccc1Br | 5% | ? | 5% | 1% | 3% | 0% | 1% | 9% | -4% | -7%
CN(CC(O)COc1ccc(S(=O)(=O)N2CCOCC2)cc1Cl)C1CCCCC1 (stereo not drawn) | -6% | 4% | -2% | -5% | 0% | 1% | -5% | -11% | -3% | 1%
Cc1ccc2c(c1)N(C(=O)CCC(=O)NCCN1CCOCC1)CC(C)O2 (stereo not drawn) | 1% | -1% | -7% | -1% | -2% | -20% | 8% | -1% | -22% | -10%
N#Cc1nc(-c2cccs2)oc1NCCN1CCOCC1 | 4% | -2% | -2% | -2% | -1% | -15% | -1% | -9% | -9% | 16%

Hits appear at their usual frequency; about 13% have a hit in one of these screens.
